Screens (PubChem BioAssay)
PAX8 reporter: inhibitors of PAX8-driven TPO luciferase reporter, primary screen, RMG-I cells, single concentration. SteadyGlo, 24 h. inhibition, % at 12.6 µM. hit rate 1.2% among 360,000. AID 652154, 2013;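 active = mean replicate inhibition at least 60% with every replicate also reaching 60%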;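 also: luciferase light reporting Pax8 driven TPO promoter activity; plate controls were median of neutral control wells for no effect and mitoxantrone controls for full effect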
EWS-Fli inh: EWS/Fli-driven NR0B1 reporter inhibitors, primary screen, A673 cells, NR0B1 luciferase, luminescence, MLPCN library; viability-normalised; inhibition, % at 12.6 µM; hit rate 0.67% among 350,000;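 active = mean inhibition of at least 50% after viability correction, with every replicate also passing that limit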;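 also: firefly luciferase signal divided by Alamar Blue viability fluorescence both relative to DMSO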
CASP6 VEID inh: human caspase-6 inhibitors, primary screen, biochemical, VEID-R110 fluorescence, single point, set 2 | P55212 | purified caspase-6, Z-VEID-R110 cleavage fluorescence | inhibition, % at 12.5 µM | hit rate 0.53% among 350,000 | AID 686996, 2013;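 active = mean inhibition across replicates at least about 35%, with every replicate also reaching that limit, limit read from the data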;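 also: 0% = median of neutral control wells and 100% = no fluorescence left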
Target sequence (P55212 24-179 limits assumed): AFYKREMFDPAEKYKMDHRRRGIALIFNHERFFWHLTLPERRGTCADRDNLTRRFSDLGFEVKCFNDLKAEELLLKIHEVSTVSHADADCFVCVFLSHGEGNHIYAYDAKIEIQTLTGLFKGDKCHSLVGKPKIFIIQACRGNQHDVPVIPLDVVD
Target sequence (P55212 194-293 limits assumed): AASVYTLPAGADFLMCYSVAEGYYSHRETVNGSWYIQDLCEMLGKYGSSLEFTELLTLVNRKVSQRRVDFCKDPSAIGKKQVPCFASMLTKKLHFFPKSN
LGR2 antag: inhibitors of bursicon-induced LGR2 CRE-luciferase signal, primary screen, cell-based, HEK293, CRE-luciferase reporter, bursicon stimulation; AID 720647, 2013; bursicon-stimulated, 4 h; inhibition, % at 9.99 µM; Drosophila bursicon receptor LGR2 (rickets); hit rate 0.35% among 380,000;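 active = drop in luminescence signal, shown as inhibition above about 50% in the replicate tests, limit read from the data, passing the limit was not always enough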;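 also: agonist challenge used bursicon conditioned medium at about half maximal strength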
FN deposition inh: inhibitors of fibronectin matrix deposition, primary screen, AH1F cells, Alexa488-fibronectin fluorescence, plate reader. inhibition, % at 12.6 µM. hit rate 0.086% among 350,000. AH1F fibroblasts, overnight. AID 743247, 2014;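 active = mean inhibition across replicates of 30% or more, regardless of how many single replicates reach that level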;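 also: positive control wells lacked labelled fibronectin entirely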
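Material: AH1F fibroblast monolayer depositing Alexa488-labelled fibronectin into matrix / Amount: 10000 AH1F cells per well / Signal: fluorescence 485/525 nm / Medium: DMEM, 2% serum / Compound: single dose, pinned / Incubation: 1 h cell adhesion before compound, then overnight fibronectin incubation / Reagent: Alexa488-FN, 24 nM final / Read-out: inhibition of fibronectin deposition signal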
PGC1a acetyl inh: inhibitors of PGC1a acetylation signal, primary screen, cell-based, U2OS, AlphaScreen, inhibitor mode. AlphaScreen anti-acetyl-lysine; with virally co-expressed GCN5 acetyltransferase. inhibition, % at 15.6 µM. hit rate 0.17% among 350,000. AID 651687, 2012;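 active = every replicate shows inhibition of at least 40%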;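 also: 0% = neutral control wells and 100% = positive control wells; some results beyond the cut were filed as inactive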
miR122 inh: miR-122 Renilla sensor signal increase in Huh7, primary screen, miR-122 inhibitor project, cell-based, single point, plate reader | hit rate 0.3% among 340,000 | activation (reporter increase), % at 12.5 µM | Huh7 miR-122 Renilla luciferase sensor, 48 h; neutral wells = 0, positive control = 100 | AID 602342, 2012;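 active = mean replicate activation score at least 90 and every replicate individually at or above 90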;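 also: higher luciferase means less miR-122 activity so hits act as miR-122 inhibitors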
Cneo AK release: Cryptococcus neoformans cell lysis inducers, primary screen, AK release luminescence, single concentration; C. neoformans lysis, adenylate kinase release luminescence, 4 h; normalised: neutral wells 0, clomiphene wells 100; lysis activity, % at 15 µM; hit rate 0.2% among 360,000; AID 651654, 2012;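 active = mean lysis activity across replicates of at least 80%, whatever share of replicates individually reach that level; inactive = mean lysis activity below 80%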
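Material: C. neoformans cells; Schedule: 4 h static compound exposure, 37 °C, read 1 h post-reagent; Measured by: adenylate kinase release luminescence; Read-out: signal increase indicating cell lysis; Controls: Clomiphene as positive lysis control.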
The depositor's hits bear a star; . = no result given; & = joins results of further samples; [ ] = remark or other dose.

The opening 5 compounds as a preview:
SMILES	PAX8 reporter	EWS-Fli inh	CASP6 VEID inh	LGR2 antag	FN deposition inh	PGC1a acetyl inh	miR122 inh	Cneo AK release
Cc1ccc(C(=O)NCc2ccc3c(c2)OCO3)cc1C	-51	-42	-1	-8	-2	-4	14	0
CC(C)(C)c1csc(SCC(=O)Nc2ccc(Cl)cn2)n1	-1	.	.	.	5	-2	-5	0
COc1ccc(C2C(C(=O)N3CCN(c4ccccc4)CC3)c3ccccc3C(=O)N2C)cc1OC (centres undefined)	-6	.	.	.	-8	7	2	-2
CC(C)[C@@H](C(=O)N[C@@H](Cc1ccccc1)C(=O)O)N1C(=O)N2CCc3c([nH]c4ccccc34)[C@@]2(C)C1=O	.	0	9	6	.	-9	3	-3
O=C(c1ccc(Cl)cc1Cl)N1CCN(c2ccc(N3CCOCC3)nn2)CC1	3	10	-4	0	4	3	.	2

All compounds of this part, repeating the preview:
SMILES	PAX8 reporter	EWS-Fli inh	CASP6 VEID inh	LGR2 antag	FN deposition inh	PGC1a acetyl inh	miR122 inh	Cneo AK release
Cc1ccc(C(=O)NCc2ccc3c(c2)OCO3)cc1C	-51	-42	-1	-8	-2	-4	14	0
CC(C)(C)c1csc(SCC(=O)Nc2ccc(Cl)cn2)n1	-1	.	.	.	5	-2	-5	0
COc1ccc(C2C(C(=O)N3CCN(c4ccccc4)CC3)c3ccccc3C(=O)N2C)cc1OC (centres undefined)	-6	.	.	.	-8	7	2	-2
CC(C)[C@@H](C(=O)N[C@@H](Cc1ccccc1)C(=O)O)N1C(=O)N2CCc3c([nH]c4ccccc34)[C@@]2(C)C1=O	.	0	9	6	.	-9	3	-3
O=C(c1ccc(Cl)cc1Cl)N1CCN(c2ccc(N3CCOCC3)nn2)CC1	3	10	-4	0	4	3	.	2
CCCCCCNc1c([N+](=O)[O-])cc(C)cc1[N+](=O)[O-]	-2	.	.	.	-1	-5	-6	-1
CC(Sc1ccc2c(c1)OCCO2)C(=O)Nc1ccc2c(c1)OCO2 (centres undefined)	.	.	.	.	-10	-10	-1	-3
COc1ccccc1NC(=O)Nc1cc(C(C)C)ccc1C	-13	-2	4	7	9	.	.	-1
CCC1C(=O)N=C(SCC(=O)Nc2cccc3ccccc23)NC1=O (centres undefined)	.	.	.	.	5	-12	-11	2
Cc1ccc(S(=O)(=O)N2CCN(C(=O)CCc3c[nH]c4ccccc34)CC2)cc1	18	5	1	17	5	23	18	1
C[C@H](CO)N1C[C@H](C)[C@H](CN(C)Cc2ccc3c(c2)OCCO3)OCc2cn(nn2)CCCC1=O	.	-12	-5	-1	-3	9	3[16.7 µM]	-1
Cc1n[nH]c(=S)n1/N=C/c1cccc(OCc2ccccc2)c1	-34	-12	3	-23	5	0	.	.
O=S(=O)(N[C@H]1CC[C@H](CCn2cc(C3CC3)nn2)O[C@H]1CO)c1ccc(Cl)cc1	-4	3	2	1	-19	3	.	6
CC(C)[C@H](NC(=O)c1ccco1)C(=O)OCC(=O)NC12CC3CC(CC(C3)C1)C2	0	2	3	-3	3	-6	-6	2
C#CCN1CC(COc2ccccc2)Oc2cccc(Oc3ccc(SC)c(C)c3)c2S1(=O)=O (centres undefined)	-3	1	-3	14	1	.	.	.
N#Cc1ccc(C(=O)Nc2cc(-c3ccccc3)nn2-c2ccccc2)cc1	9	-49	3	4	3	3	6	2
CC(C)CCNC(=O)CN(Cc1ccco1)C(=O)CCC(=O)Nc1nccs1	8	5	0	-1	7	6	-3	12
CCN1CCN(c2nc(N)c([N+](=O)[O-])c(Nc3ccc(C)cc3)n2)CC1	-2	.	.	-12	-2	14	0	-2
Cc1cc(C(=O)NC2CCCC2)on1	-3	-1	3	-6	0	-1	-3	0
CN(c1ccccc1)S(=O)(=O)c1cccc(C(=O)NC2CCCCC2)c1	0	0	0	-10	2	8	20	0
Cc1noc(C)c1NC(=O)Nc1ccc2c(c1)C(=O)N([C@H](C)CO)C[C@H](C)[C@H](CN(C)Cc1ccc(Cl)c(Cl)c1)OCCCC[C@@H](C)O2	-15	0	2	-6	.	8	-2[16.7 µM]	0
CNC(=O)c1oc(-c2ccc(Cl)cc2)nc1C	-1	-13	-3	-14	11	-1	.	.
C[C@@H]1CN([C@H](C)CO)C(=O)c2cc(NC(=O)C3CCCCC3)ccc2O[C@@H](C)CCCCO[C@@H]1CN(C)C(=O)CCC(F)(F)F	-9	-8	-2	9	-1	-9	2[16.7 µM]	1
C[C@@H](NC(=O)C[C@@H]1C=C[C@@H](NC(=O)C2CC2)[C@H](CO)O1)c1ccccc1	0	0	0	-2	0	2	.	1
C[C@@H]1CN([C@@H](C)CO)C(=O)c2cc(NS(=O)(=O)c3cn(C)cn3)ccc2O[C@H]1CN(C)CC1CCCCC1	.	1	1	16	0	-1	1[16.7 µM]	15
Cc1ccccc1CN(C)C[C@H]1OCc2cn(nn2)CCCC(=O)N([C@H](C)CO)C[C@H]1C	.	-7	0	3	2	3	-3[16.7 µM]	7
Cc1cc2oc(=O)cc(CN(C)Cc3ccccc3)c2cc1Cl	-69	-45	3	-54	-1	-12	-1	1
CC(C)NC(=O)Nc1ccc2c(c1)CC(=O)N([C@@H](C)CO)C[C@H](C)[C@@H](CN(C)Cc1ccccc1)O2	11	-1	1	-4	.	11	3[16.7 µM]	-3
O=C1CC(c2ccccc2)CC(O)=C1C=NCCN1CCN(Cc2ccccc2)CC1 (centres undefined)	-9	2	-4	.	4	-4	.	.
COc1ccc(NC(=O)Nc2ccc3c(c2)C(=O)N([C@@H](C)CO)C[C@@H](C)[C@H](CN(C)S(=O)(=O)c2cccs2)OCCCC[C@H](C)O3)cc1	.	8	-1	2	.	-18	-3[16.7 µM]	1
C[C@H](NC(=O)C[C@H]1C=C[C@@H](NC(=O)C2CCC2)[C@@H](CO)O1)c1ccccc1	12	-14	-1	-12	-9	-6	.	0
CCCC(=O)NC(=S)Nc1cccc(Cl)c1N1CCCC1	-5	21	-1	20	.	.	-2	2
C[C@H]1CN([C@@H](C)CO)C(=O)Cc2cc(NC(=O)Cn3cnnn3)ccc2O[C@H]1CN(C)C(=O)Nc1ccc(F)cc1	-2	-5	.	9	.	9	2[16.7 µM]	.
Cc1ccc(OCCSc2nc3ncnc(N)c3[nH]2)cc1	10	4	-5	-6	-2	-25	.	.
CC(C)NS(=O)(=O)c1ccc(NC(=O)C(C)OC(=O)CCC2CCCCC2)cc1 (centres undefined)	3	5	-3	17	-7	-7	-7	5
N#Cc1cccc(-c2ccc(C3[C@@H]4CN(S(=O)(=O)c5ccccc5F)C[C@H]3N4)cc2)c1 (some centres undefined)	-4&35	0&1	-2&0	9&-3	10&8	6&3	.	.
C[C@@H]1CN([C@H](C)CO)C(=O)c2cc(NC(=O)Cc3ccccc3)ccc2O[C@@H](C)CCCCO[C@H]1CN(C)C(=O)NC1CCCCC1	.	6	4	12	.	-6	-3[16.7 µM]	0
COC(=O)c1ccc(CN2C(=O)NC3(CCC(C)CC3)C2=O)o1 (centres undefined)	.	.	.	3	.	-19	4	-1
CCc1ccccc1NS(=O)(=O)c1ccc(OC)c2ncccc12	1	.	9	2	4	9	84	3
COc1ccc(CCNC(=O)COC(=O)c2ccccc2NCCO)cc1OC	-30	-8	0	-18	-10	10	6	4
O=C(Cc1cccs1)N/N=C/c1ccccn1	-14	-12	1	0	-1	7	-3	2
COc1ccc2cc3cc(C(=O)NC(C)C)oc3nc2c1	.	.	.	.	-29	13	-9	1
O=C(CN(c1ccccc1)S(=O)(=O)c1ccccc1)NCCSc1nc2ccccc2s1	.	.	.	3	.	-3	3	21
COc1ccc(C(C)C)cc1S(=O)(=O)N1CCC(C(=O)NCC2CCCO2)CC1 (centres undefined)	-9	.	2	0	.	.	.	-1
COc1cc(OC)cc(C(=O)NC(=S)NCCc2ccccc2)c1	.	-11	2	-28	.	-15	-4	8
C[C@@H]1CCCCO[C@@H](CN(C)C)[C@H](C)CN([C@@H](C)CO)C(=O)c2cc(NS(=O)(=O)c3ccc(F)cc3)ccc2O1	-8	-6	2	-2	-2	-5	-9[16.7 µM]	-8
COC(=O)c1c(NC(=O)C(=O)N2CCOCC2)sc2c1CCC2	6	-14	2	19	-1	.	-1	-1
O=C1O[C@H](c2ccccc2)[C@H](c2ccccc2)N2[C@H]1[C@@H](C(=O)NC[C@H](O)c1ccccc1)[C@]1(C(=O)Nc3ccc(C#CCCO)cc31)[C@H]2c1ccc(OCCO)cc1	-8	-3	1	.	.	.	.	-2
O=C(C[C@@H]1CC[C@@H](NC(=O)C2CCC2)[C@H](CO)O1)NCCCN1CCOCC1	-10	-7	1	-8	-11	6	.	-3
CC1C/C(=N\NC(N)=S)c2cc(Cl)ccc2S1 (centres undefined)	3	26	-2	3	-8	-6	-9	12
Later entries
SMILES	PAX8 reporter	EWS-Fli inh	CASP6 VEID inh	LGR2 antag	FN deposition inh	PGC1a acetyl inh	miR122 inh	Cneo AK release
Cc1nn(C)c(C(=O)N/N=C/c2ccncc2)c1Cl	10	-3	-5	-23	2	.	1	-2
COC(=O)Cc1ccc(O)c(N)c1	-11	4	-4	17	3	6	-9	3
CCC(=O)NC(=S)NNC(=O)COc1ccc(Br)cc1	1	12	5	12	.	.	.	.
COCCNC(=O)C[C@H]1CC[C@@H]2[C@H](COc3ccc(NC(=O)c4cnccn4)cc3C(=O)N2C)O1	-8	0	-3	14	-2	1	-45[16.7 µM]	-3
O=C(Cc1ccncc1)NCC[C@@H]1CC[C@@H](NC(=O)C2CC2)[C@H](CO)O1	-7	-2	-1	4	-9	8	.	-2
CCCCn1c(N)c(N(CC(C)C)C(=O)C2CCN(C(=O)c3ccc(F)cc3)CC2)c(=O)[nH]c1=O	-19	-2	0	1	0	.	.	-2
CN1C(=O)c2cc(NC(=O)C3CCCCC3)ccc2OC[C@H]2O[C@H](CC(=O)NCc3ccccc3F)CC[C@@H]21	-15	-8	1	-1	2	-7	-8[16.7 µM]	46
O=S(=O)(c1ccc(Cl)c(F)c1)N1CCC(c2nc(-c3ccncc3)no2)CC1	.	.	.	.	0	-13	-6	-2
C[C@H]1CN([C@@H](C)CO)S(=O)(=O)c2ccc(Br)cc2O[C@H]1CN(C)CC1CCOCC1	-8	-13	-2	-9	.	-14	0[16.7 µM]	-3
C=CCOC(=O)C1=C(C)NC(SCC(=O)Nc2ccccc2)=C(C#N)C1c1ccco1 (centres undefined)	19	.	.	.	4	-23	10	2
CN(C)C(=O)[C@H]1[C@H](CO)[C@H]2Cn3c(ccc(C4=CCCCC4)c3=O)[C@@H]1N2CC1CC1	-5	-3	1	1	.	.	-3[16.7 µM]	1
CC(=O)c1ccc(OC(=O)C2CC(=O)N(c3cccc(C)c3)C2)cc1 (centres undefined)	.	.	.	2	-9	2	-6	-1
C[C@@H]1CCCCO[C@@H](CN(C)C(=O)Cc2ccccc2)[C@H](C)CN([C@@H](C)CO)C(=O)c2cc(NS(=O)(=O)c3cccs3)ccc2O1	-20	-12	-1	7	.	23	-2[16.7 µM]	-2
O=C(Nc1ccc(F)cc1)c1cccnc1NCCc1ccccc1	-6	.	.	26	-2	.	15	-3
COc1ccc(C(=O)NCC(c2ccco2)N(C)C)cc1S(=O)(=O)NCc1ccc(Cl)cc1 (centres undefined)	7	-11	-12	10	-7	9	31	2

Compounds as they come; any-hit rate near 2.5%.
